Screens: PubChem, several laboratories
Wee1 stabilizer: blocks degradation of human Wee1 kinase | P30291 | HeLa Luc-Wee1K328M stability, luciferase luminescence; 100% = proteasome inhibitor MG132 effect | reporter increase, % at 5 µM | 220,000 compounds, 1.2% hits | AID 1321;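 active means activation above the mean of all tested compounds plus 3 SD, set per screening run, cut at about 8.8% in these data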;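 further: cells exposed to compound for 20 h before luminescence read; 0% = DMSO alone and 100% = MG132 at 30 µM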
FXIIa inh: blocks human coagulation factor XIIa protease activity. P00748. purified FXIIa, Boc-QGR-AMC fluorogenic substrate, 2 h. inhibition, % at 5 µM. 220,000 compounds, 0.3% hits. AID 800; in the data active means inhibition above about 40%;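 further: 0% = enzyme with no compound and 100% = blank without enzyme; many of its hits are not listed in these tables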
Furin inh: human furin inhibition | P09958 | purified furin, fluorogenic substrate cleavage | inhibition, % at 30 µM | 220,000 compounds, 0.061% hits; in the data active means inhibition above about 25%; further: inactives centre near -15
Target sequence (P09958 108-714 limits assumed): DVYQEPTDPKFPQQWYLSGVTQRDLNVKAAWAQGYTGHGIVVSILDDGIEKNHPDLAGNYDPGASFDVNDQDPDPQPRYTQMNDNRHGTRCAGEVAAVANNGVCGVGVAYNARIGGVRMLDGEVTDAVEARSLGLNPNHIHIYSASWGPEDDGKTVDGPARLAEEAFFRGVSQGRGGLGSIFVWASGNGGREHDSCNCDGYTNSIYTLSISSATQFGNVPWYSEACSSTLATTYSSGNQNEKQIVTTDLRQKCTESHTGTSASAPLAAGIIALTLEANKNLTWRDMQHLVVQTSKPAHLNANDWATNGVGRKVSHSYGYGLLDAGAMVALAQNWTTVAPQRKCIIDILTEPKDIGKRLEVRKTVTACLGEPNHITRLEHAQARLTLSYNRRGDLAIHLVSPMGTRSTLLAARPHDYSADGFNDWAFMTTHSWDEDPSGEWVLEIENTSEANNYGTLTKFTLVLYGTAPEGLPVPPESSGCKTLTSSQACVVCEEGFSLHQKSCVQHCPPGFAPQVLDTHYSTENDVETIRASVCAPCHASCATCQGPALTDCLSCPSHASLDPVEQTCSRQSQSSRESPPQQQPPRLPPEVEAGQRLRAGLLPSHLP
hK5 inh: blocks human kallikrein 5 protease activity | Q9Y337 | recombinant hK5, fluorogenic AMC substrate cleavage | inhibition, % at 5 µM | 210,000 compounds, 0.59% hits | AID 873;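 active means inhibition of 40% or more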;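 further: 0% = enzyme controls without compound and 100% = no-enzyme blanks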
Target sequence (Q9Y337 67-293 limits assumed): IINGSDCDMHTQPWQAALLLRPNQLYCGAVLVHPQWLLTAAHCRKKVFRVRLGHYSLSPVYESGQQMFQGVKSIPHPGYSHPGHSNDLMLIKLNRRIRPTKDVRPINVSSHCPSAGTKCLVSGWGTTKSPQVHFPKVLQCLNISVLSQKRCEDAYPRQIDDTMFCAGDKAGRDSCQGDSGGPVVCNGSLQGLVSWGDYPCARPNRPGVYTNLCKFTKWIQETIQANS
Thrombin inh: inhibitors of human thrombin; P00734; alpha-thrombin, Boc-VPR-AMC fluorogenic substrate cleavage; inhibition, % at 5 µM; 220,000 compounds, 0.26% hits;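 active means inhibition at or above 40%; inactive means inhibition below 40%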;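 further: 0% = enzyme with no compound and 100% = wells without enzyme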
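System – human alpha-thrombin protein · Reagent – Boc-VPR-AMC substrate, 15 µM final · Compound – 5 µM single dose in 0.2% DMSO · Schedule – reaction at room temperature · Technique – AMC fluorescence at 355 nm excitation and 460 nm emission · Read-out basis – % inhibition relative to enzyme controls and enzyme-free blanks · Control set – no-compound enzyme wells and no-enzyme blanks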
PERK inhibitor: human PERK inhibition, primary cell-based screen; Q9NZJ5; CHO PERK-DD fusion, SEAP luminescence translation reporter; inhibition, % at 5.6 µM; 220,000 compounds, 0.17% hits;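 active means inhibition above the mean inhibition of all tested compounds plus 3 SD, set separately per screening campaign, cut at about 2.9% in these data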;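 further: PERK kinase domain activated by AP20187 dimerizer at 100 nM; 0% = DMSO with dimerizer and 100% = rapamycin at 8.4 µM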
FXIa inh: inhibitors of human coagulation factor XIa | AID 798 | purified FXIa, Boc-Glu-Ala-Arg-AMC fluorogenic substrate | inhibition, % at 5 µM | P03951 | 220,000 compounds, 0.14% hits;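 active means inhibition of at least 40%; inactive means inhibition below 40%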;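 further: fluorescence of freed AMC excited at 355 nm; 0% = enzyme without compound and 100% = no enzyme blank; many of its hits are not listed in these tables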
p97 ATPase inh: human p97 ATPase inhibition; recombinant p97 ATPase, Kinase-Glo ATP luminescence, 3 h; 220,000 compounds, 0.42% hits; P55072; inhibition, % at 8 µM; in the data active means inhibition above about 15%;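 further: 0% = DMSO vehicle and 100% = wells lacking enzyme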
Cl transport mod: modulators of human KCC2 chloride dependent transport | KCC2 cells, thallium flux FluoZin-2 fluorescence | 190,000 compounds, 2.2% hits | AID 1456 | B-score of Tl+ flux slope (higher = more flux/activation; lower = inhibition) at 10 µM;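 active means thallium flux slope and its plate-corrected score both differing from the plate sample mean at a set confidence after two filtering rounds, in either direction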;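 further: slope of fluorescence scaled to starting intensity during 10 to 20 s after thallium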
* = called active by the depositor; nt = not tested or not shown; [ ] = dose if it differs, or a comment.

PERK inhibitor	FXIIa inh	FXIa inh	Thrombin inh	hK5 inh	Furin inh	p97 ATPase inh	Wee1 stabilizer	Cl transport mod	Structure
-0.4	18	20	-10	-29	-6	1	5	-0.39	CCOc1ccc(-c2cc(C(=O)NCC3CCCO3)c3ccccc3n2)cc1 (stereo not drawn)
-0.1	11	4	2	-27	-21[20 µM]	5	-2	1.3	CN(C)CCOC(=O)C12CC3CC(CC(C3)C1)C2
0.9	7	2	-14	-15	-77	0	0	0.38	Cc1cc(NCc2ccco2)nc2cc(O)ccc12
-0.7	21	5	4	1	-9[20 µM]	0	0	0.2	Cc1ccc(N(CC(=O)N2CCc3ccccc32)S(=O)(=O)c2cccs2)cc1
0.1	3	-5	1	-26	-16	2	-2	-2.2	COc1ccc(N2CC(C(=O)N/N=C/c3cc([N+](=O)[O-])ccc3O)CC2=O)cc1 (stereo not drawn)
-1.5	10	7	4	-18	-16	10	0	-0.6	N=c1c(C(=O)NCc2ccc3c(c2)OCO3)cc2c(=O)n3ccccc3nc2n1Cc1cccnc1
0.1	17	8	0	-10	-5	-1	4	-0.66	CCC(Sc1nncn1C)C(=O)Nc1nnc(-c2ccccc2Cl)s1 (stereo not drawn)
-0.9	15	6	5	-19	-27	-4	2	1.3	CC1(c2ccc3c(c2)OCO3)NC(=O)N(CC(=O)NCCC2=CCCCC2)C1=O (stereo not drawn)
-0.5	5	3	-7	-3	-11	-1	-2	0.077	Cc1ccccc1OCC(=O)NCCC1=CCCCC1
0.0	9	-1	1	35	-15[20 µM]	-5	0	1.1	Cc1noc(C)c1S(=O)(=O)N1CCC(C(=O)NCCN2CCC(C)CC2)CC1
0.4	4	5	-1	-10	-3	4	1	-0.56	Cn1c(=O)n(C)c2cc(/C=C3/SC(=O)N(CC(=O)N4CCOCC4)C3=O)ccc21
-0.7	4	-6	-7	-4	-9	-15	-1	-0.29	CN(C)S(=O)(=O)c1ccc(Cl)c(NC(=O)CN2CCC(Cc3ccccc3)CC2)c1
0.2	16	-1	0	7	-33[20 µM]	2	-1	-0.26	S=c1[nH]nc(-c2ccccc2)o1
0.3	4	1	0	0	-24	8	2	-0.9	CCC(=O)N/C(N)=N/c1nc2ccccc2o1
0.1	-12	-12	-2	0	-2	5	-1	1	COC(=O)C1Sc2[nH]c(=O)sc2C2c3ccccc3OC(=O)C12 (stereo not drawn)
-0.7	1	-5	-4	-17	-6	3	1	3.8	O=C(O)CCC(=O)NCc1cn(-c2ccccc2)nc1-c1cccc(Br)c1
0.9	6	-3	-8	-13	7	2	0	0.086	COc1ccc(-n2nc3c(c2NC(=O)c2ccc(Br)cc2)CS(=O)C3)cc1 (stereo not drawn)
0.3	9	2	-2	-39	-17[20 µM]	4	-1	0.8	COc1ccccc1C1C=C(c2ccc(Cl)cc2)Nc2nc(NS(C)(=O)=O)nn21 (stereo not drawn)
-0.1	13	-3	-6	-15	-10[20 µM]	-1	-1	0.13	O=C(NCC(c1cccs1)N1CCOCC1)c1ccc(Br)o1 (stereo not drawn)
0.0	4	-5	-5	4	-21	2	1	7.6*	N#CCSc1nnc(COc2cccc3ccccc23)n1-c1cccc(Cl)c1

Quoted from the listing:
Reading of `Cc1noc(C)c1S(=O)(=O)N1CCC(C(=O)NCCN2CCC(C)CC2)CC1` in Wee1 stabilizer: 0
Reading of `CCC(=O)N/C(N)=N/c1nc2ccccc2o1` in PERK inhibitor: 0.3
Reading of `O=C(NCC(c1cccs1)N1CCOCC1)c1ccc(Br)o1` (stereo not drawn) in Cl transport mod: 0.13
Reading of `COC(=O)C1Sc2[nH]c(=O)sc2C2c3ccccc3OC(=O)C12` (stereo not drawn) in FXIa inh: -12

An excerpt from above in order of molecular weight, ascending:
PERK inhibitor	FXIIa inh	FXIa inh	Thrombin inh	hK5 inh	Furin inh	p97 ATPase inh	Wee1 stabilizer	Cl transport mod	Structure
0.3	4	1	0	0	-24	8	2	-0.9	CCC(=O)N/C(N)=N/c1nc2ccccc2o1
-0.1	11	4	2	-27	-21[20 µM]	5	-2	1.3	CN(C)CCOC(=O)C12CC3CC(CC(C3)C1)C2
-0.7	21	5	4	1	-9[20 µM]	0	0	0.2	Cc1ccc(N(CC(=O)N2CCc3ccccc32)S(=O)(=O)c2cccs2)cc1

Following part:
PERK inhibitor	FXIIa inh	FXIa inh	Thrombin inh	hK5 inh	Furin inh	p97 ATPase inh	Wee1 stabilizer	Cl transport mod	Structure
-0.8	5	3	4	-6	-18	-7	1	-0.51	CCOC(=O)c1cc(CC)sc1NC(=O)Cc1ccsc1
-0.2	5	-30	-3	8	-15	-9	0	nt	CN1CCN(CC(=O)Nc2nc(-c3ccccc3)cs2)CC1
1.4	6	-6	0	-3	-6	-4	2	-0.38	CCC1(C(=O)OC)CCc2c(cc(OC)c3ccccc23)C1=O (stereo not drawn)
1.7	16	5	3	8	-12[20 µM]	6	-2	nt	O=C(Nc1cccc2nsnc12)c1ccc(-c2ccc(Br)cc2)o1
-0.5	15	1	-5	-24	-16[20 µM]	4	-1	nt	Cc1cccc(N(CC(=O)NCCC2=CCCCC2)S(C)(=O)=O)c1C
1.4	6	-8	-4	0	-12	-2	1	0.1	Nc1nc2c(Cl)cc(Cl)cc2s1
0.4	18	6	2	-16	-16[20 µM]	2	2	0.1	CC(=O)Nc1nc2ccc(NC(=O)c3ccco3)cc2s1
-0.1	2	-7	4	-4	-21	0	1	-0.039	COc1ccc(NC(=O)CSc2nc3ccccc3c(=O)n2CCCN2CCC(C)CC2)c(OC)c1
-0.9	-7	-10	-3	-50	-49	6	-2	-1.5	COC(=O)c1ccc(C2C(C#N)=C(C)NC3=C2C(=O)CC(C)(C)C3)cc1 (stereo not drawn)
-0.2	26	37	25	26	-7	0	-1	-0.51	CCOC(=O)C1CCCN(C(=O)c2cccc([N+](=O)[O-])c2C)C1 (stereo not drawn)
-0.4	9	-5	-6	nt	-26	1	-1	nt	Cc1ccc(S(=O)(=O)Nc2ccc3c(c2)n(C)c(=O)n3C)c(C)c1
0.0	8	-4	-9	-2	-25	-2	-4	1.6	COc1ccc(C(=O)C2CCCN(C(=O)C3=CCCC3)C2)c(C)c1 (stereo not drawn)
0.0	-8	-7	-11	0	-26	5	1	-0.9	CCn1c(=O)cc(OCC(=O)Nc2ccc3c(c2)OCCO3)c2ccccc21
0.1	-1	-5	-4	-5	-8	5	3	-0.083	O=C(NCCCN1CCOCC1)c1ccc(-c2ccc(Cl)cc2)o1
1.4	11	-1	-7	4	-28	4	-1	0.083	CCOC(=O)CON1C(=O)C(=O)N(OCC(=O)OCC)C2CCCCC21 (stereo not drawn)
1.7	6	0	-11	0	-8	4	0	-0.52	O=C1c2cccc3cc([N+](=O)[O-])cc(c23)C(=O)N1c1ccccc1O
-0.4	-3	-4	-2	-1	-14[20 µM]	-2	0	1	CCOc1ccc(N(CC)C(=O)COc2cc(=O)n(CC)c3ccccc23)cc1
0.6	9	3	0	nt	-6	-3	2	1.4	COc1ccc(CN(CC2CCC(C(=O)O)CC2)C(=S)Nc2ccccc2OC)cc1 (stereo not drawn)
-0.2	4	4	-7	-18	-12	3	3	0.61	CCCC(C)NC(=O)COc1ccc(S(=O)(=O)c2ccc(OCC(=O)NC(C)CCC)cc2)cc1 (stereo not drawn)
0.6	5	-2	0	-3	-29	4	-2	0.61	O=C(N/C(=C\c1ccccc1Cl)C(=O)N1CCOCC1)c1ccc([N+](=O)[O-])cc1
-0.9	3	-5	-4	1	-24	-3	1	-1.8	Cc1ccc2c(c1)nnn2C1CCN(CC(=O)Nc2ccc(F)cc2)CC1
0.4	8	2	2	-2	-13	-1	7	0.0019	CCOC(=O)N1CCN(C(=O)c2cn(CC)c3ccc(S(=O)(=O)N4CCCCC4)cc3c2=O)CC1
-0.3	3	-4	1	11	-4	11	1	-0.014	CC(C)CSc1ccc(S(=O)(=O)NCC(=O)O)cc1[N+](=O)[O-]
0.6	14	1	2	0	-23	7	-2	nt	CCCCn1c(SCC(=O)Nc2nnc(CC)s2)nc2c1c(=O)n(C)c(=O)n2C
0.7	nt	nt	nt	nt	-28	1	-3	0.4	CC(C(=O)NCc1ccccc1)N(CCN1CCOCC1)C(=O)c1snc(C(N)=O)c1N (stereo not drawn)
2.1	-6	-4	1	-19	-24	4	-2	1.1	COC(=O)Nc1nc(-c2cc(Cl)ccc2Cl)cs1
-2.4	4	-3	-7	-4	-19	-2	-1	-1.1	Cc1ccc(C)c2[nH]c(=O)c(CN(CC3CCCO3)C(=S)NCc3ccco3)cc12 (stereo not drawn)
2.1	2	-3	-5	-7	-15	4	-3	0.77	CC(=O)Nc1ccc(NC(=O)C23CC4CC(C2)CC(n2cnc(Br)n2)(C4)C3)cc1
-0.1	12	7	-3	-9	-6	7	-2	0.17	Cc1cccc2c3nc4ccccc4nc3n(CCCN3C(=O)c4ccccc4C3=O)c12
-0.9	3	-12	0	-23	-19	-1	-2	0.75	CN(C)S(=O)(=O)c1ccc(S(=O)(=O)N(CC(=O)Nc2ccccc2)Cc2ccco2)cc1
-0.8	7	-4	-2	-1	-14	-4	-3	-0.3	CN(C)CCCN1C(=O)CSC1c1ccc([N+](=O)[O-])cc1 (stereo not drawn)
0.1	14	-3	-5	5	-7[20 µM]	-3	0	-0.9	CC(C)(C)c1ccc(-c2nnc(SCC(=O)c3ccc4c(c3)OCCO4)o2)cc1
-0.8	-4	0	-5	8	0[20 µM]	-1	-2	-0.7	Cn1c(CCNC(=O)c2cccs2)nnc1SCC(=O)N1CCN(c2ccccc2)CC1
0.8	2	0	1	4	-21	2	-1	-0.057	CCOC(=O)c1ccc(-c2n[nH]c(=O)c3ccccc23)cc1
0.4	12	4	1	-10	-21	-2	3	nt	COc1ccccc1C(=O)Nn1cnc2ccccc2c1=O
nt	8	1	-3	1	-23	nt	nt	-0.88	C=C1CCN([C@@H](C)C(=O)OCc2ccc(C)cc2)S(=O)(=O)c2ccccc21
0.0	7	4	-3	0	-18	5	1	nt	O=C(CSc1nc(-c2ccc(F)cc2)cs1)NC(=O)NCc1ccco1
0.8	14	2	7	-4	-36[20 µM]	3	-2	0.12	CSc1nncc(=O)[nH]1
-0.9	7	-7	-7	0	-12	-5	1	-0.18	CC(C)(C)NC(=O)COC(=O)c1ccccc1Oc1ccccc1
-0.5	nt	2	1	5	-29	0	-3	0.23	Cc1ccc(NC(=O)Nc2ccc([N+](=O)[O-])cc2)nc1
-0.4	12	4	1	-10	-27	1	-2	-0.4	C/C=C(/C)C(=O)O[C@H]1[C@@H](O)c2c(ccc3ccc(=O)oc23)OC1(C)C
-0.7	9	3	-2	-8	-20	-1	0	0.19	CCN(CC)C(=O)CSc1ncnc2c1cnn2Cc1ccccc1
-1.5	4	-5	-4	-24	-19	5	4	-0.71	Cc1ccc(CN(C(=O)Cn2nnc3ccccc32)C(C(=O)NCc2ccco2)c2cccs2)cc1 (stereo not drawn)
0.2	9	2	-6	-30	-19	-1	-2	0.33	O=C(CCc1ccccc1)NC1CCSC1=O (stereo not drawn)
0.8	-1	-18	-14	0	-16	0	-2	0.48	COc1ccc(-n2c(-c3ccc(Cl)cc3)c[n+]3c2CCCCC3)cc1
-1.0	10	6	4	4	-15[20 µM]	4	0	17*	CN(C1CCCCC1)S(=O)(=O)c1ccc(NC(=S)NC(=O)c2cccs2)cc1
0.5	6	4	-1	-3	-22	3	-3	0.9	Cn1c2c(c(=O)n(C)c1=O)C(c1ccccc1F)C(C#N)=C(N)O2 (stereo not drawn)
0.9	5	-2	0	1	-12[20 µM]	4	0	-1	COc1ccccc1NC(=O)NCc1ccc2c(c1)OCO2
-0.8	6	-4	-3	13	-21	0	1	0.65	CCOc1[nH]n(-c2ccc(Cl)cc2)c(=O)c1C=NCC(=O)OC
-0.5	0	-3	-7	-3	-8	2	5	0.46	Cc1cccc(CC2S/C(=N/N=C/c3ccco3)NC2=O)c1 (stereo not drawn)
